Compound activity as filed in PubChem BioAssay.
Epigenetic derep – regulators of epigenetic silencing causing reporter derepression in mouse cells. Potency, µM (top dose mostly 53.9 µM), for inactives: at the highest dose GFP activation, actives largely listed as activators. murine LDR cells, GFP reporter derepression, 30 h. 0.2% of 280,000 active. AID 1865; note: % of control where 0% means no effect; nearly all actives have a fitted effect of over 60% in size
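GFP-positive cell count by laser-scanning cytometry (objects 20–120 um) after 30 h, 37 C compound exposure of murine LDR cells; reporter is CMV-GFP integrated at a silenced locus, inducible by HDAC or DNMT inhibitors.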
KinaseGlo FLuc – blocks Kinase-Glo luciferase, a counter-screen artifact; Kinase-Glo luciferase, ATP luminescence, 8 min; 0.28% of 200,000 active; Q27757; Potency, µM (highest dose often 38.3 µM), for the others: top-dose activity change, negative = inhibition, most hits filed as inhibitors; AID 1379; note: % is set by controls: 0 for no effect and ±100 for the full control effect; nearly all actives have a fitted effect of over 60% in size
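Recombinant Kinase-Glo luciferase, 10 uM ATP (linear range), luciferin; imidazole pH 7.2 / KCl / MgCl2 / Tween / BSA buffer; 8 min RT; luminescence.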
RGS12 GoLoco inh – blocks human Gai1 binding to RGS12 GoLoco peptide, red readout | 0.44% of 230,000 active | Potency, µM (series often up to 61.6 µM), for inactives: top-dose activity, negative = inhibition, most hits filed as inhibitors | AID 880 | Gai1:RGS12 GoLoco peptide FP, rhodamine, 10 min | P63096; active = well fitted inhibition curve with a large enough effect, not every such curve was filed as active; inactive = no such curve, though single readings can be large or run the other way; note: % is set by controls: 0 for no effect and ±100 for the full control effect; nearly all actives have a fitted effect of over 30% in size; many of its hits are not listed in these tables
Target sequence (P63096 whole entry, looked up): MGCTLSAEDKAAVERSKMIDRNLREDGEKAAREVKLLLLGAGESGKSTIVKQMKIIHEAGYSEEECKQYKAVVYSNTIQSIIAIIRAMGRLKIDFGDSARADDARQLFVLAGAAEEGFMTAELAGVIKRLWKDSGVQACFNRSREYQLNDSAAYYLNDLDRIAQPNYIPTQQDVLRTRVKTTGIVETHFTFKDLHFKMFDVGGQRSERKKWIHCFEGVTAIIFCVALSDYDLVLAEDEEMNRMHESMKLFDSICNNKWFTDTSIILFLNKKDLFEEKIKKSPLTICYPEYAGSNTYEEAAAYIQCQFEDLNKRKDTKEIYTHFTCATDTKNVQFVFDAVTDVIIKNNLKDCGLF
JMJD2E inh – JMJD2E (human) inhibition | B2RXH2 | JMJD2E catalytic domain, FDH-coupled NADH fluorescence (FDH is formaldehyde dehydrogenase) | Potency, µM (highest dose often 57.1 µM), for the others: top-dose activity change, negative = inhibition, actives largely listed as inhibitors | 1.6% of 230,000 active | AID 2147; active = well fitted inhibition curve with a large enough effect, not every such curve was filed as active; inconclusive = small, poorly fitted or top-dose-only effect, or another doubt; inactive = no such curve, though single readings can be large or run the other way;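 note: 0% = wells with enzyme and -100% = buffer wells without enzyme; nearly all actives have a fitted effect of over 50% in size; many of its hits are not listed in these tables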
Target sequence (B2RXH2 1-337 limits assumed): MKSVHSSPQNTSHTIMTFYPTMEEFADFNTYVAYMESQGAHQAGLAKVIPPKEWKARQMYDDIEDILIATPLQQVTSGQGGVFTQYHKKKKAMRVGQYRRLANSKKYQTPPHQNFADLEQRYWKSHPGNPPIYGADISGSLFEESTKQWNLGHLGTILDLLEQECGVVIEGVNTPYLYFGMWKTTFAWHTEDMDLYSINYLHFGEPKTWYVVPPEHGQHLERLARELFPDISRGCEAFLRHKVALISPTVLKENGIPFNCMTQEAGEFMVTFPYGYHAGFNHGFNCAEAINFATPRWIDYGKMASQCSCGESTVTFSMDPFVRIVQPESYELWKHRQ
NPSR antagonist – blocks cAMP signaling of the human neuropeptide S receptor; CHO-NPSR cells, cAMP TR-FRET, antagonist mode; Potency, µM (doses to about 38.3 µM), inactives show top-dose activity change, negative = inhibition, most hits filed as inhibitors; 1% of 220,000 active; AID 1461; note: % is set by controls: 0 for no effect and ±100 for the full control effect; nearly all actives have a fitted effect of over 50% in size; many of its hits are not listed in these tables
Target sequence (Q6W5P4 whole entry, looked up): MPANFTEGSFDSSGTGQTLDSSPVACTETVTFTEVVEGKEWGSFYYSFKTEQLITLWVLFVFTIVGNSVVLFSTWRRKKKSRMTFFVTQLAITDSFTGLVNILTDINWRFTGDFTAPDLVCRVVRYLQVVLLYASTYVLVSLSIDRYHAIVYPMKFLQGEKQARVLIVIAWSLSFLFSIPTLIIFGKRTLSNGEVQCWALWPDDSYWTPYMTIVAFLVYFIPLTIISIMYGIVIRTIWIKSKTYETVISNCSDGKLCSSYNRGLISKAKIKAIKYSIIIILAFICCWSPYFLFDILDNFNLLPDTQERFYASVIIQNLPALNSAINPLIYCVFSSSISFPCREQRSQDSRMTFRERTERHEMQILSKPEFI
IMPase Li inh – IMPase inhibition in cells with lithium potentiation. 0.35% of 210,000 active. AID 1457. CHO-M1 cells, IP1 TR-FRET (IP-One), carbachol + lithium. Potency, µM (series often up to 59.4 µM), for the others: at the highest dose activity, negative = IMPase inhibition, most hits filed as inhibitors;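 note: IP1 builds up when IMPase is blocked and the TR-FRET signal falls; plate controls were basal vehicle for no effect and high inhibitor control for full effect; nearly all actives have a fitted effect of over 50% in size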
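Readout is a homogeneous TR-FRET IP1 immunoassay (Ex 320, Em 665 and 620), where raised cytosolic IP1 lowers signal. Cells were CHO-M1 treated 30 min at 37C with test compounds plus a little lithium; AC50 values came from Hill-equation fitting.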
SMN2 splice enh – enhancers of SMN2 splice variant expression; HEK293 SMN2-luciferase splicing reporter, luminescence, 30-36 h; Potency, µM (highest dose often 46.1 µM), without a hit: at the top dose activity change, positive = activation, usual class: activators; 2.8% of 210,000 active; AID 1458; note: % of control where 0% means no effect; nearly all actives have a fitted effect of over 55% in size
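HEK293 cells carry an SMN2 minigene-luciferase reporter in which exon 7 inclusion puts luciferase in frame. Cells were seeded at 2000 cells/well, attached for 10-12 hours, then exposed to compounds for 30-36 hours at 37C before ONE-Glo luminescence.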
RECQ1 helicase – inhibitors of human RECQ1 DNA helicase; RECQ1 DNA unwinding, red fluorescence kinetic read; 0.54% of 240,000 active; P46063; AID 2549; Potency, µM (titrated, usually from 57.3 µM), without a hit: at the highest dose activity, negative = inhibition, hits mostly inhibitors;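 note: plate controls were vehicle for no effect and no enzyme for full effect; nearly all actives have a fitted effect of over 30% in size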
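RECQ1T1 50 nM; forked duplex (20 bp + 30-nt ss tails) 200 nM, ATP 2 mM final; pH 8.0, 2 mM MgCl2, 2.5 ug/ml poly(dI-dC); 15 min compound preincubation; discontinuous kinetic read over 2 h at RT.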
* = called active by the depositor; i = inactive; ? = inconclusive; / = not tested or not shown; [ ] = dose if it differs, or a comment. Unless noted, calls come from the whole dose curve; as a rule, active = well fitted curve in the direction sought with a large enough effect; inconclusive = small, poorly fitted or top-dose-only effect, or another doubt; inactive = no such curve, though single readings can be large; an effect the other way counts as inactive or inconclusive. Potency is the fitted concentration of half-maximal effect. A portion of the library; count on the stated rates, not on these rows.

SMILES | Epigenetic derep | KinaseGlo FLuc | RGS12 GoLoco inh | JMJD2E inh | NPSR antagonist | IMPase Li inh | SMN2 splice enh | RECQ1 helicase
Cc1ccc(C)c(S(=O)(=O)N2CC(=O)N(CCc3ccccc3)C(=O)C2)c1 | 0.2% | 3% | 18% | -9% | -45% | 7% | -10% | -5%
CCCC(CCC)C(=O)Nc1ccncc1 | -1.1% | 0% | 5% | 5% | -4%[46.1 µM] | 10%[38.3 µM] | -15% | -2%
Cc1cc(C)c(C)c(C(=O)CSc2nnc(C)c(=O)[nH]2)c1C | 0.7% | 3% | 4% | 6% | -3%[46.1 µM] | 7%[38.3 µM] | -11% | -1%
COc1cccc(C(=O)N(CN2CCCC2=O)c2ccccc2OC)c1 | -0.1% | -4% | 5% | 1% | 0%[46.1 µM] | 0%[38.3 µM] | -7% | i
C=C(C)CC(c1ccccc1)N(C(C)=O)c1ccco1 (stereo unspecified) | -6.2% | 2% | 14% | -32% | -19% | 13% | 11% | i
CC1=C(C(=O)OCc2ccccc2)C(c2cccs2)NC(=O)N1CCCC(=O)O (stereo unspecified) | -4.2% | 3% | -8% | ? | 0% | -3% | 2% | 1%
CCC(=O)N1CCc2cc(Br)cc(S(=O)(=O)CCC(=O)NCCOC)c21 | -2.7% | 1% | -6% | 5% | -3%[46.1 µM] | 0%[38.3 µM] | -6% | -6%
CC(C)COc1ccc(C(=O)Nc2ccccc2[N+](=O)[O-])cc1 | -0.9% | -3% | 5% | 3% | -15% | 9% | 16µM* | 2%
CN(C)CCN(Cc1ccco1)C(=O)c1cc2c(Cl)nc3ccccc3c2s1 | -4.0% | 0% | 8% | -5% | -23% | 20% | / | 18%
COC(=O)c1ccccc1Oc1c(F)c(F)nc(N2CCOCC2)c1F | -1.4% | -8% | 4% | 2% | -13%[46.1 µM] | 22%[38.3 µM] | 3% | 7%
CCCOc1ccc(C(=O)NCC(c2ccco2)N(C)C)cc1OC (stereo unspecified) | 4.6% | 0% | 5% | -15% | -4%[46.1 µM] | 0% | 21% | -14%
CCOC(=O)C1CCN(C(=O)CN(c2ccc(Cl)c(C(F)(F)F)c2)S(C)(=O)=O)CC1 | -1.1% | 4% | -6% | 2% | -9%[46.1 µM] | -2%[38.3 µM] | -9% | i
N=C1S/C(=C\c2ccc(O)cc2)C(=O)N1c1ccc(F)cc1 | 7.2% | -2% | 27% | -4% | -20% | 3% | -6% | -7%
O=Cc1c(SCCO)nc2ccccn2c1=O | -0.3% | / | 1% | 3% | 0%[7.67 µM] | / | / | -2%
CC(=O)Nc1ccc(CN2CCCC(CO)(Cc3cccc(Cl)c3)C2)cc1 (stereo unspecified) | 0.1% | / | 9% | 1% | -2% | / | / | -2%
CC(=O)c1cccc(NC(=O)N2CCCc3ccccc32)c1 | -2.6% | 0% | 4% | 2% | -9%[46.1 µM] | 22%[38.3 µM] | 0% | 2%
CCCOc1ccc(N2C(=O)CC(NCc3cccs3)C2=O)cc1 (stereo unspecified) | -2.0% | 2% | 2% | 2% | -8%[46.1 µM] | -4% | -8% | i
CCC(=O)N1CCN(c2ccccc2NC(=O)c2cccc(C)c2)CC1 | 1.7% | 4% | 1% | 3% | -17%[46.1 µM] | 21%[38.3 µM] | -18% | -1%
c1ccc(Cc2nnc(Sc3ccccc3)c3ccccc23)cc1 | -2.4% | 0% | 2% | 1% | ? | ? | 16% | -10%
N#CC(c1ccc(Cl)nn1)c1c(F)cccc1Cl (stereo unspecified) | 1.3% | -2% | 6% | 2% | -5% | 4% | 9% | i
O=C(CCc1nc(-c2ccccc2)no1)NCc1cccnc1 | -1.0% | -1% | -17% | 1% | -4%[46.1 µM] | 18%[38.3 µM] | -12% | 18%
S=C(Nc1ccc(Br)cc1)N1CCN(C2CCCCC2)CC1 | 0.9% | 3% | 11% | 4% | -8%[46.1 µM] | -4% | -15% | -9%
CCOC(=O)c1ccc(NC(=O)N2CCN(c3ccccn3)CC2)cc1 | -1.0% | -1% | 5% | ? | -17%[46.1 µM] | 3%[38.3 µM] | -5% | -2%
Cc1ccc(CNC(=O)C(=O)Nc2nccs2)cc1 | 2.2% | -3% | 6% | ? | 10% | -2% | 0% | i
Cc1nc(CS(=O)c2ccccc2)cc(N2CCOCC2)n1 (stereo unspecified) | -0.2% | 0% | 6% | 7% | -5%[46.1 µM] | 16%[38.3 µM] | -3% | -14%
O=C(CC1SCCNC1=O)Nc1ccccc1Cl (stereo unspecified) | -1.1% | 0% | 11% | -7% | 13% | -23% | 12% | -15%
CCOC(=O)N1CCN(Cc2c(O)ccc3ccccc23)CC1 | 0.5% | / | -4% | ? | -11% | / | / | 4%
C/C(=N\NC(=O)CSCc1cccc(Br)c1)c1ccc([N+](=O)[O-])cc1 | 2.3% | -3% | 3% | 2% | -4%[46.1 µM] | 8%[38.3 µM] | -1% | 4%
CCN(CC)C(=O)CSc1nc(C)cc(-c2cccs2)c1C#N | 4.3% | -4% | 16% | -1% | ? | -26%[38.3 µM] | -5% | -3%
O/N=C1\CCCc2oc3c(c21)CCCC3 | -0.9% | 0% | 9% | -1% | 15%[46.1 µM] | 17%[38.3 µM] | -15% | -10%

Reprinted at random: 2 entries already listed, in no set order.
SMILES | Epigenetic derep | KinaseGlo FLuc | RGS12 GoLoco inh | JMJD2E inh | NPSR antagonist | IMPase Li inh | SMN2 splice enh | RECQ1 helicase
S=C(Nc1ccc(Br)cc1)N1CCN(C2CCCCC2)CC1 | 0.9% | 3% | 11% | 4% | -8%[46.1 µM] | -4% | -15% | -9%
O=C(CC1SCCNC1=O)Nc1ccccc1Cl (stereo unspecified) | -1.1% | 0% | 11% | -7% | 13% | -23% | 12% | -15%

The list continues:
SMILES | Epigenetic derep | KinaseGlo FLuc | RGS12 GoLoco inh | JMJD2E inh | NPSR antagonist | IMPase Li inh | SMN2 splice enh | RECQ1 helicase
N/C(=N\OC(=O)CCCc1ccccc1)c1cccc([N+](=O)[O-])c1 | 0.0% | 4% | 14% | -7% | 8% | 6% | 13% | i
CC#N | / | / | -1% | / | / | 2% | 4% | -5%
CN(C)c1ccc(/C=C/c2nc3ccccc3s2)cc1 | ? | 11µM* | -5% | -3% | -25%[46.1 µM] | -7%[38.3 µM] | -79%[inhibitor] | -8%
COc1cc(N2CCCC2)c(OC)cc1/C=C(/C#N)c1ccc(F)cc1 | 14µM* | -5% | -28% | 3% | -25%[46.1 µM] | 8% | -27% | i
COc1cc(C2NC(=O)NC(c3ccccc3)=C2C(C)=O)cc(Cl)c1OCC(=O)O (stereo unspecified) | 4.9% | -2% | 2% | 4% | 7% | 1% | 1% | -3%
COCCn1c(=O)[nH]c2cc(C(=O)NCc3ccccc3)ccc2c1=O | 0.0% | 16% | 30% | ? | -7%[46.1 µM] | 20%[38.3 µM] | -44%[inhibitor] | -4%
CCOC(=O)N1CCN(C(=O)COc2cc(C)c(Cl)c(C)c2)CC1 | -3.3% | 3% | -6% | -7% | 33% | -8% | / | i
O=C(NCC(c1cccnc1)N1CCN(c2ccc(F)cc2)CC1)c1cccc(Cl)c1 (stereo unspecified) | 3.2% | -1% | 7% | 2% | ? | 17%[38.3 µM] | -37%[inhibitor] | 9%
c1ccc(-c2nc(-c3ccccn3)no2)cc1 | -2.0% | 3.2µM* | -1% | 0% | -24%[46.1 µM] | -2% | 0.5µM* | i
Cc1cccc(-n2c(SCc3ccc(C#N)cc3)nnc2-c2c[nH]c3ccccc23)c1 | 4.1% | 1% | 5% | 9% | -36% | 13% | 4% | -6%
Nc1c(C(=O)NCc2ccccc2)nnn1Cc1ccc(F)cc1 | 0.1% | -1% | 8% | -3% | -15%[46.1 µM] | 24%[38.3 µM] | -3% | i
O=C(NC(C(=O)N/N=C/c1cccnc1)c1n[nH]c(=O)c2ccccc12)c1ccccc1 (stereo unspecified) | -0.4% | / | 4% | 2% | 0%[7.67 µM] | / | / | i
O=C(Nc1cccc(Cl)c1)N1CCN(C2c3ccccc3-c3ccccc32)CC1 | 2.0% | / | -1% | 13% | ? | / | / | -2%
O=C(c1ccc(F)cc1)C1CCN(C(=O)c2ccncc2)CC1 | -1.0% | 0% | 5% | ? | 14%[46.1 µM] | -15%[38.3 µM] | -12% | -16%
Cc1ccc(-c2csc3nc(=O)c(C)nn23)cc1 | 0.7% | -3% | -10% | -1% | 11%[46.1 µM] | -15%[38.3 µM] | 0% | 4%

Sorted by SMILES length (high to low): some entries from above
SMILES | Epigenetic derep | KinaseGlo FLuc | RGS12 GoLoco inh | JMJD2E inh | NPSR antagonist | IMPase Li inh | SMN2 splice enh | RECQ1 helicase
COCCn1c(=O)[nH]c2cc(C(=O)NCc3ccccc3)ccc2c1=O | 0.0% | 16% | 30% | ? | -7%[46.1 µM] | 20%[38.3 µM] | -44%[inhibitor] | -4%
Cc1cc(C)c(C)c(C(=O)CSc2nnc(C)c(=O)[nH]2)c1C | 0.7% | 3% | 4% | 6% | -3%[46.1 µM] | 7%[38.3 µM] | -11% | -1%
CCOC(=O)c1ccc(NC(=O)N2CCN(c3ccccn3)CC2)cc1 | -1.0% | -1% | 5% | ? | -17%[46.1 µM] | 3%[38.3 µM] | -5% | -2%
CCCOc1ccc(N2C(=O)CC(NCc3cccs3)C2=O)cc1 (stereo unspecified) | -2.0% | 2% | 2% | 2% | -8%[46.1 µM] | -4% | -8% | i
c1ccc(Cc2nnc(Sc3ccccc3)c3ccccc23)cc1 | -2.4% | 0% | 2% | 1% | ? | ? | 16% | -10%
Cc1ccc(CNC(=O)C(=O)Nc2nccs2)cc1 | 2.2% | -3% | 6% | ? | 10% | -2% | 0% | i
O=Cc1c(SCCO)nc2ccccn2c1=O | -0.3% | / | 1% | 3% | 0%[7.67 µM] | / | / | -2%
